Screening results (PubChem)
cardiac RTF act = increases calcium sensitivity of human cardiac regulated thin filaments. AID 493008. P19429+P45379. 340,000 tested, 0.24% active. IANBD-labeled TnC RTF fluorescence at EC20 calcium; 0% EC20 calcium, 100% full calcium. activation, % at 7.2 µM;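 active = activation above the mean over all tested compounds plus 3 SD, cut at about 30% in these data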;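 also: rise in fluorescence read as greater calcium sensitivity of cardiac thin filaments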
dFosB act = activators of mouse delta FosB homodimer; purified delta FosB, TAMRA-CDK5 oligo fluorescence polarization; percent of positive-control signal above neutral wells; activation, % at 25 µM; 340,000 tested, 0.99% active;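 active = mean activation above about 17%, with every replicate also reaching it, limit read from the data, passing the limit was not always enough; inconclusive = only one of the two conditions met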;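 also: fluorescence polarization rise as delta FosB binds a TAMRA Cdk5 AP-1 oligo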
MITF TRPM1 HTS = activators of MITF-driven TRPM1 promoter activity in SK-MEL-5 cells; activation, % at 12.5 µM; SK-MEL-5 TRPM1-promoter luciferase, 24 h; % of positive control, neutral wells = 0; AID 588334; 300,000 tested, 0.75% active;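 active = mean activation of at least 80% with every replicate also reaching 80%; inconclusive = mean reaches 80% but some replicate falls short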;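 also: 0% = neutral control wells and 100% = parthenolide positive control wells; values of inactives mirror those of a sister screen read the other way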
V-ATPase pHluor = alters yeast V-ATPase proton transport. S. cerevisiae, pHLuorin cytosolic pH fluorescence. response, % at 10 µM. AID 504577. 350,000 tested, 0.37% active; in the data active = response mostly above about 7.3%, no sharp cut-off; inactive = mostly below about 5.4%; also: actives read high; inactives centre near 0; some compounds called inactive have numbers as strong as hits
CAL PDZ FP-1 = inhibitors of human CAL PDZ peptide binding. Q9HD26. purified CAL PDZ, TMR-peptide fluorescence polarization, 1 h. inhibition, % at 20 µM. 330,000 tested, 0.02% active. AID 504414;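 active = highest replicate inhibition of at least 40%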;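 also: plate controls were DMSO neutral control wells for no effect and unlabeled competitor peptide control wells for full effect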
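Control set: unlabelled peptide and DMSO controls / Material: purified CerCALP PDZ construct / Timing: 1 h incubation at room temperature before polarization reading / Doses: 20 µM, one dose / Detection: fluorescence polarization (mP)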
Tat transport = blocks Tat-dependent protein export in E. coli; inhibition, % at 10 µM; 340,000 tested, 0.036% active; E. coli MC4100 TorA-mCherry Tat export, fluorescence;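 active = mean replicate inhibition at least 50% and at least half of replicates individually reaching 50%; inconclusive = only one of the two criteria met; inactive = neither criterion met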;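 also: exported cargo escapes ClpAP degradation while cytoplasmic cargo is degraded and loses fluorescence; 0% = median of neutral control wells and 100% = median of NaSCN control wells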
Rtt109 Vps75 = blocks Candida albicans Rtt109/Vps75 acetyltransferase activity. purified Rtt109/Vps75, ThioGlo CoA-SH fluorescence, 4 h. inhibition, % at 34.9 µM. AID 540336. 330,000 tested, 0.16% active. Q5AAJ8;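 active = inhibition of at least 50% in every replicate; inconclusive = best replicate reaches 50% inhibition but some replicates fall short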
Target sequence (Q5AAJ8 whole entry, looked up): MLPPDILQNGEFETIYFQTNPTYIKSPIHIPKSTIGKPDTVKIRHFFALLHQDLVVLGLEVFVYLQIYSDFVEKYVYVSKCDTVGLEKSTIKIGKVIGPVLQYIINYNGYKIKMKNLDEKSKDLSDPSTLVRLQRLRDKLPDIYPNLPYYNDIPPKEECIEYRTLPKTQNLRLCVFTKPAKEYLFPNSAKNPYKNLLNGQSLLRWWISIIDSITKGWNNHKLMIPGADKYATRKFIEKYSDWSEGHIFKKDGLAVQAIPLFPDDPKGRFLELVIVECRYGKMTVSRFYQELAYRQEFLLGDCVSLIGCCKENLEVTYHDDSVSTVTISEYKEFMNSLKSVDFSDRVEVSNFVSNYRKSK
CAL PDZ FP-2 = blocks peptide binding to the human CAL PDZ domain; inhibition, % at 24.9 µM; AID 602252; 300,000 tested, 0.92% active; purified CAL PDZ, TMR-peptide fluorescence polarization, 1 h;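 active = mean inhibition of at least 30% with at least half of replicates also reaching 30%; inconclusive = no clear call, values can overlap the other calls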;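 also: 0% = DMSO neutral control and 100% = excess unlabeled competitor peptide PRC23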
CDK5 inh = inhibitors of human CDK5/p35 kinase. AID 488839. Recombinant CDK5/p35, ADP-Glo luminescence, 60 min. Q00535+Q15078. 330,000 tested, 0.01% active. inhibition, % at 10 µM;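 active = highest replicate inhibition of at least 50% and at least 75% of replicates reaching 50%; inconclusive = only one of the two criteria met; inactive = both criteria failed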;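 also: plate controls were DMSO neutral control for no effect and GW8510 at 10 µM for full effect; many of its hits are not listed in these tables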
Target sequence (Q00535 whole entry, looked up): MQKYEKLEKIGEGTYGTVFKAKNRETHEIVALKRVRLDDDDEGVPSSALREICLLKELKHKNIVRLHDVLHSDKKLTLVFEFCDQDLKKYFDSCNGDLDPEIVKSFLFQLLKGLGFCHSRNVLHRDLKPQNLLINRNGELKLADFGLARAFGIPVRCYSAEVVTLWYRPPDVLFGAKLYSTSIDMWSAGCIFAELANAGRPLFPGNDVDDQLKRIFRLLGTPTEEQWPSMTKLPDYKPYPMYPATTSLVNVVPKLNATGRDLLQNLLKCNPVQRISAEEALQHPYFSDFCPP
Target sequence (Q15078 whole entry, looked up): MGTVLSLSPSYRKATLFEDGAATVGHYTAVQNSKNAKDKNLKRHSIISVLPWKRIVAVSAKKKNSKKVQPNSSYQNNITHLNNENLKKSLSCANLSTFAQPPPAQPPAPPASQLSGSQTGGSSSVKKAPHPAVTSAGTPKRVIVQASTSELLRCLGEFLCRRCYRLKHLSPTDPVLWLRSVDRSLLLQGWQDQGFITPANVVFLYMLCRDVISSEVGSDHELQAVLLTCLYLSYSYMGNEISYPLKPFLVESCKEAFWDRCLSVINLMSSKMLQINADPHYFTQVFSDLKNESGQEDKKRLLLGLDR
Wnt act = activates Wnt/beta-catenin signaling in a reporter cell assay. activator, plate reader. activation, % at 9.35 µM. 300,000 tested, 1.2% active. AID 743398; in the data active = activation above about 30%, passing the limit was not always enough; inconclusive = no clear call, values can overlap the other calls;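 also: 0% = neutral control wells and 100% = positive control wells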
An asterisk follows results filed as active. Outcome played no part in choosing rows; any-hit rate near 4.1%.

For CCOC(=O)C(C(=O)N(C)C)c1ncc(C(F)(F)F)cc1Cl (stereo unspecified) the results were cardiac RTF act -2.5, dFosB act 1.0, V-ATPase pHluor 4.7, CAL PDZ FP-1 -0.6, Tat transport -5.3, Rtt109 Vps75 -15.8, CAL PDZ FP-2 -0.5 and CDK5 inh -0.3.
Screening CC(=O)c1ccc(NC(=O)CCn2c(=S)oc3ccccc32)cc1 returned cardiac RTF act -0.5, dFosB act 0.1, MITF TRPM1 HTS 16.4, V-ATPase pHluor 0.3, CAL PDZ FP-1 -0.8, Tat transport -11.1, Rtt109 Vps75 -2.5, CAL PDZ FP-2 -3.9, CDK5 inh 0.0 and Wnt act 0.8.
COCCOC(=O)c1[nH]c2c(c1C)C(=O)CC(c1ccc(OC)cc1)C2 (stereo unspecified) was read as cardiac RTF act -6.1, dFosB act -7.2, MITF TRPM1 HTS 8.9, V-ATPase pHluor 2.8, CAL PDZ FP-1 -1.6, Tat transport -1.1, Rtt109 Vps75 6.3, CAL PDZ FP-2 -11.1, CDK5 inh -2.0 and Wnt act 2.5.
For Cc1ccc(-c2cc(C(=O)O)n(-c3ccc(S(N)(=O)=O)cc3)n2)cc1 the results were cardiac RTF act 0.1, dFosB act -9.4, MITF TRPM1 HTS 7.2, V-ATPase pHluor 0.7, CAL PDZ FP-1 -2.8, Tat transport 1.6, Rtt109 Vps75 -0.6, CAL PDZ FP-2 -1.5, CDK5 inh 2.0 and Wnt act -1.2.
Screening COC(=O)[C@H]1[C@@H](C)N(CCc2cc(OC)c(OC)c(OC)c2)C(=O)N[C@H]1c1ccccc1 returned cardiac RTF act 3.1, dFosB act -2.4, MITF TRPM1 HTS 3.5, V-ATPase pHluor 5.9, CAL PDZ FP-1 0.0, Tat transport -5.9, Rtt109 Vps75 -7.9, CAL PDZ FP-2 -2.5, CDK5 inh 0.3 and Wnt act -3.3.
Screening CCOc1cc(/C=N/NC(=O)c2ccc(-c3csc(Nc4ccc(C)cc4)n3)cc2)ccc1OCC(=O)O returned dFosB act -21.3, MITF TRPM1 HTS -1.5, V-ATPase pHluor 0.5, CAL PDZ FP-1 -0.1, Tat transport -2.4, Rtt109 Vps75 -0.1, CAL PDZ FP-2 -6.4, CDK5 inh 1.3 and Wnt act inconclusive.
For CC(C)Cc1nnc(NC(=O)CSc2ncn[nH]2)s1 the results were cardiac RTF act 7.1, dFosB act -0.8, MITF TRPM1 HTS -6.9, V-ATPase pHluor -2.9, CAL PDZ FP-1 -1.0, Tat transport 1.5, Rtt109 Vps75 7.3, CAL PDZ FP-2 -0.5 and CDK5 inh -5.8.
Screening CC(C)(C)c1ccc(C(=O)N2CCN(CCNC(=O)C(=O)NCc3ccc(Cl)cc3)CC2)cc1 returned cardiac RTF act -0.9, dFosB act -7.2, MITF TRPM1 HTS 26.0, V-ATPase pHluor -6.2, CAL PDZ FP-1 -1.0, Tat transport 6.4, Rtt109 Vps75 9.6, CAL PDZ FP-2 -0.2 and CDK5 inh 1.7.
CC(=O)Nc1ccc(NC(=O)C2CCN(C(=O)c3ccc([N+](=O)[O-])cc3)CC2)cc1 was read as cardiac RTF act -0.1, dFosB act -4.3, MITF TRPM1 HTS 4.0, V-ATPase pHluor 1.1, CAL PDZ FP-1 -2.1, Tat transport -5.7, Rtt109 Vps75 3.2, CAL PDZ FP-2 -2.7, CDK5 inh -0.9 and Wnt act 0.1.
For CCOc1ccc2[nH]c(=O)c(CN(CCN3CCOCC3)Cc3nnnn3C(C)(C)CC)cc2c1 the results were cardiac RTF act -2.5, dFosB act -3.3, MITF TRPM1 HTS -3.5, V-ATPase pHluor 0.1, CAL PDZ FP-1 -0.5, Tat transport -2.7, Rtt109 Vps75 6.8, CAL PDZ FP-2 -4.2 and CDK5 inh -2.0.
Cn1ncc2c(NNC(=O)c3ccc(Cl)c(Cl)c3)ncnc21 was read as cardiac RTF act -2.1, dFosB act -2.0, MITF TRPM1 HTS 0.8, V-ATPase pHluor -1.1, CAL PDZ FP-1 -1.2, Tat transport -6.1, Rtt109 Vps75 1.6, CAL PDZ FP-2 -0.3 and CDK5 inh -0.7.
Screening CCCCOc1ccc(C(CC(=O)NC)C(=O)O)cc1 (stereo unspecified) returned cardiac RTF act 3.5, dFosB act -3.7, V-ATPase pHluor -3.0, CAL PDZ FP-1 0.0, Tat transport 1.7, Rtt109 Vps75 17.5, CAL PDZ FP-2 -6.5 and CDK5 inh 1.4.
`O=C(NCc1ccco1)c1csc(Nc2ccccc2Cl)n1` gave cardiac RTF act -3.9, dFosB act -1.6, MITF TRPM1 HTS 11.5, V-ATPase pHluor 8.3, CAL PDZ FP-1 -0.9, Tat transport 0.2, Rtt109 Vps75 -13.9, CDK5 inh 2.8 and Wnt act -0.2.
`CCC(CC)NC(=O)Nc1ccccc1C` gave cardiac RTF act 16.4, dFosB act 5.6, MITF TRPM1 HTS 0.6, V-ATPase pHluor -0.5, CAL PDZ FP-1 -1.5, Tat transport -2.6, Rtt109 Vps75 -8.2, CAL PDZ FP-2 -6.0, CDK5 inh -0.2 and Wnt act -2.7.
`N/C(COc1ccccc1)=N\NC(=O)c1cccnc1Oc1ccccc1` gave cardiac RTF act 11.0, dFosB act -3.7, MITF TRPM1 HTS -10.5, V-ATPase pHluor 2.5, Tat transport -1.7, Rtt109 Vps75 -3.1, CAL PDZ FP-2 -3.5, CDK5 inh 0.5 and Wnt act 0.0.
CCc1ccc2[nH]cc(C(=O)N3CCCCCC3)c(=O)c2c1 was read as cardiac RTF act 2.5, dFosB act -5.0, V-ATPase pHluor -2.8, Tat transport 1.5, Rtt109 Vps75 -2.3, CAL PDZ FP-2 5.3, CDK5 inh -0.3 and Wnt act 1.5.
`O=C(/C=C/c1ccccc1)N1CCN(c2ccccn2)CC1` gave cardiac RTF act 9.3, dFosB act -3.4, V-ATPase pHluor 1.2, CAL PDZ FP-1 -1.8, Tat transport 0.9, Rtt109 Vps75 -10.1, CAL PDZ FP-2 -3.6, CDK5 inh -5.5 and Wnt act -0.4.
For COc1ccccc1OCCNC(=O)C1CC(=O)N(Cc2ccccc2)C1 (stereo unspecified) the results were cardiac RTF act -2.1, dFosB act -3.9, MITF TRPM1 HTS 3.4, V-ATPase pHluor -1.7, CAL PDZ FP-1 -0.9, Tat transport -2.9, Rtt109 Vps75 -6.0, CAL PDZ FP-2 7.6, CDK5 inh 0.1 and Wnt act -5.0.
O=C(Nc1cccc(Cl)c1)c1nc[nH]c1C(=O)NCc1ccccc1 was read as cardiac RTF act -6.2, dFosB act 1.6, MITF TRPM1 HTS 3.1, V-ATPase pHluor -5.8, CAL PDZ FP-1 -1.2, Tat transport -1.9, Rtt109 Vps75 -4.6, CAL PDZ FP-2 0.5, CDK5 inh 2.6 and Wnt act -1.5.
COc1ccc(/C(O)=C/C(=O)C(=O)NNC(=O)C(O)(c2ccccc2)c2ccccc2)cc1 was read as cardiac RTF act 2.2, dFosB act -10.3, MITF TRPM1 HTS -2.4, V-ATPase pHluor -2.1, CAL PDZ FP-1 -1.4, Tat transport -7.0, Rtt109 Vps75 2.1, CAL PDZ FP-2 2.0 and CDK5 inh 0.1.
Screening O=C(Nc1ccccc1)Nc1ccc2snnc2c1 returned cardiac RTF act -3.9, dFosB act -22.3, V-ATPase pHluor 3.2, CAL PDZ FP-1 0.3, Tat transport 3.2, Rtt109 Vps75 6.5, CAL PDZ FP-2 2.1, CDK5 inh 0.5 and Wnt act 5.2.
`Cc1[nH]n(-c2ccc(Br)cc2)c(=O)c1C=Nc1ccc(S(=O)(=O)Nc2nccs2)cc1` gave cardiac RTF act -3.6, dFosB act -9.9, MITF TRPM1 HTS -10.0, V-ATPase pHluor -2.0, CAL PDZ FP-1 -1.5, Tat transport 0.0, Rtt109 Vps75 -4.1, CAL PDZ FP-2 8.9 and CDK5 inh 0.2.
Screening CCN1C(=O)[C@@H]2[C@H](C1=O)[C@@H]1C(=O)Nc3ccccc3C(=O)N1[C@@H]2c1cccc(Cl)c1 returned cardiac RTF act 8.1, dFosB act 4.7, MITF TRPM1 HTS 6.1, V-ATPase pHluor -2.0, CAL PDZ FP-1 -1.6, Tat transport 6.0, Rtt109 Vps75 3.7, CAL PDZ FP-2 -0.2 and CDK5 inh -0.1.
Screening COCC(=O)OC1CCn2c1nc1c2C(=O)C(C)=C(NC(C)=O)C1=O (stereo unspecified) returned cardiac RTF act 5.0, dFosB act -4.5, MITF TRPM1 HTS -84.5, V-ATPase pHluor 1.2, CAL PDZ FP-1 0.1, Tat transport 3.7, Rtt109 Vps75 12.3, CAL PDZ FP-2 1.2, CDK5 inh 0.3 and Wnt act -6.3.
Screening S=C(Nc1cccc(Cl)c1)N1CCN(Cc2ccccc2)CC1 returned cardiac RTF act 4.6, dFosB act -3.7, MITF TRPM1 HTS -9.1, V-ATPase pHluor -1.1, CAL PDZ FP-1 -0.7, Tat transport -10.4, Rtt109 Vps75 2.9, CAL PDZ FP-2 -5.1, CDK5 inh -3.9 and Wnt act -5.3.
`O=C(CSCc1ccccc1)N/N=C/c1cc2c(cc1Br)OCO2` gave cardiac RTF act -3.4, dFosB act 0.3, MITF TRPM1 HTS 4.4, V-ATPase pHluor 1.6, CAL PDZ FP-1 0.5, Tat transport -2.9, Rtt109 Vps75 -4.7, CAL PDZ FP-2 -5.5, CDK5 inh 3.3 and Wnt act -1.1.
For CN(c1ccc(C(=O)NCCSCc2ccccc2)cc1)S(=O)(=O)c1ccccc1 the results were cardiac RTF act -4.1, dFosB act 1.0, MITF TRPM1 HTS 3.2, V-ATPase pHluor -0.4, CAL PDZ FP-1 -1.1, Tat transport -6.2, Rtt109 Vps75 0.1, CAL PDZ FP-2 -3.3 and CDK5 inh 0.7.
S=c1[nH]nc(-c2cc(-c3ccccc3)n[nH]2)n1/N=C/c1ccc(Cl)c(Cl)c1 was read as cardiac RTF act -1.2, dFosB act 15.4, V-ATPase pHluor -1.4, CAL PDZ FP-1 -0.2, Tat transport -7.4, Rtt109 Vps75 -0.4, CAL PDZ FP-2 4.3, CDK5 inh 2.3 and Wnt act 0.1.
Screening COc1ccccc1-c1c(C)oc2c(CN3CCN(C)CC3)c(O)ccc2c1=O returned cardiac RTF act -1.9, dFosB act 2.1, MITF TRPM1 HTS -4.0, V-ATPase pHluor -2.8, CAL PDZ FP-1 -0.5, Tat transport 4.8, Rtt109 Vps75 -21.4, CDK5 inh -2.3 and Wnt act -5.1.
O=c1[nH]c(-[n+]2ccccc2)c(/C=N/NC([S-])=Nc2ccccc2)s1 was read as cardiac RTF act 21.3, dFosB act -9.7, V-ATPase pHluor -2.6, CAL PDZ FP-1 0.2, Tat transport -5.0, Rtt109 Vps75 -5.7, CAL PDZ FP-2 4.1, CDK5 inh -0.2 and Wnt act -0.7.
For CCOC(=O)/C(C#N)=C(\N)C(C)C(=O)Nc1ccccn1 (stereo unspecified) the results were cardiac RTF act 0.4, dFosB act -1.0, MITF TRPM1 HTS -12.9, V-ATPase pHluor 11.2, Tat transport -5.3, Rtt109 Vps75 -0.4, CAL PDZ FP-2 1.6, CDK5 inh -0.3 and Wnt act -0.2.
`Cc1cc(Br)ccc1NC(=O)CNC(=O)CSc1n[nH]c(N)n1` gave cardiac RTF act 3.7, dFosB act 3.8, MITF TRPM1 HTS 2.5, V-ATPase pHluor -3.5, CAL PDZ FP-1 -0.6, Tat transport -5.5, Rtt109 Vps75 -6.7, CAL PDZ FP-2 2.4, CDK5 inh 2.9 and Wnt act -4.6.
